# UbGFP stabilizer = proteasome inhibitors stabilizing ubiquitin-GFP reporter; Potency, µM (titrated, usually from 45.9 µM), without a hit: at the highest dose activation (GFP accumulation), actives largely listed as activators; Ubiquitin-GFP reporter cells, proteasome inhibition, GFP fluorescence; response scale: untreated = 0%, 10 µM MG-132 = 100%; 67,000 tested, under 10 active; active = well fitted activation curve with a large enough effect, not every such curve was filed as active; inconclusive = small, poorly fitted or top-dose-only effect, or another doubt; inactive = no such curve, though single readings can be large or run the other way; also: potency is read from the fitted curve at half-maximal effect
#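 Proteasome block read as GFP accumulation: ubiquitin(G76V)-GFP U2OS cells exposed to compound (2.9 nM–46 uM) for 4 hr at 37 C. Normalization used untreated cells as 0% and 10 uM MG-132 as 100%; concentration-response curves fitted.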
# Epigenetic mod = epigenetic modulators derepressing GFP locus in mouse cells. mouse C127i GFP locus derepression, cytometry, 30 h. Potency, µM (titrated, usually from 46.1 µM), for the others: at the top dose GFP derepression (activation). 0.09% of 68,000 active; also: % of control where 0% means no effect
#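 Derepression screen: silenced CMV-GFP reporter in murine C127i cells, 30 h compound incubation at 37 C, washed cells imaged by laser-scanning cytometer to enumerate GFP-expressing objects of 20 to 120 um.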
# Fluorescein fluor = compound fluoresces in the fluorescein spectral region | Compound autofluorescence, 480/540 nm, fluorescein-equivalent; active compounds read high | max fluorescein-equivalent concentration, M | 0.91% of 59,000 active | AID 593; in the data active = max fluorescein-equivalent concentration above about 10 nM; inconclusive = between about 1.1 nM and that limit
#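 Each compound is tested across a concentration series in 100 mM Tris buffer at pH 8.0. After 15 min at room temperature, plates are imaged with 480 nm excitation and 540 nm emission filters, and intensities are converted to fluorescein-equivalent values.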
# HADH2 inh = HADH2 (human) dehydrogenase inhibition | 3.4% of 73,000 active | Q99714 | Potency, µM (top dose mostly 57.1 µM), inactives show at the highest dose activity change, negative = inhibition, usual class: inhibitors | recombinant HADH2, NADH fluorescence, beta-hydroxybutyryl-CoA; also: potency is read from the fitted curve at half-maximal effect; % is scaled to controls: 0 for no effect and ±100 for the full control effect; nearly all actives have a fitted effect of over 60% in size; many of its hits are not listed in these tables
# Target sequence (Q99714 whole entry, looked up, one chain of several): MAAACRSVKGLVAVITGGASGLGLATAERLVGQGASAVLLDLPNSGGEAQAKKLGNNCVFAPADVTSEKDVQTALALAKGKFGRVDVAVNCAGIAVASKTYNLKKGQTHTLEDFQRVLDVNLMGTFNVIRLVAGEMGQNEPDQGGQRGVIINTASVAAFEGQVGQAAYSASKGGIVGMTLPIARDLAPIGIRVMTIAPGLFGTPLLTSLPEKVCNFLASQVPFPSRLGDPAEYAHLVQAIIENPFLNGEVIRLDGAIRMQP
#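 Buffer 100 mM Tris-HCl pH 9.0/0.01% Tween-20; HADH2 20 nM; NAD+ 1 mM; beta-hydroxybutyryl-CoA 90 uM (all final). 15 min cpd preincubation, RT.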
# Pol III holo inh = inhibitors of bacterial DNA polymerase III holoenzyme. 0.25% of 71,000 active. reconstituted DNA polymerase III holoenzyme replication, biochemical. Potency, µM (highest dose often 57.1 µM), inactives show top-dose activity change, negative = inhibition; also: potency is read from the fitted curve at half-maximal effect; % is scaled to controls: 0 for no effect and ±100 for the full control effect
#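 Reconstituted *E. coli* holoenzyme (0.35 nM Pol III, 1 nM beta, 154 nM SSB, 2 nM primase) was preincubated with compound for 15 min at RT. Synthesis on 1.4 nM ssM13Gori ran 35 min, then was stopped with PicoGreen/EDTA and read as dsDNA fluorescence.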
# ALOX15 inhib = 15-hLO (ALOX15) enzyme inhibition | purified 15hLO-1, xylenol orange hydroperoxide absorbance | Potency, µM (doses to about 57.1 µM), inactives show top-dose activity change, negative = inhibition, usual class: inhibitors | 1.4% of 74,000 active; also: potency is read from the fitted curve at half-maximal effect; % is scaled to controls: 0 for no effect and ±100 for the full control effect; nearly all actives have a fitted effect of over 55% in size
# Target sequence (P16050 whole entry, looked up): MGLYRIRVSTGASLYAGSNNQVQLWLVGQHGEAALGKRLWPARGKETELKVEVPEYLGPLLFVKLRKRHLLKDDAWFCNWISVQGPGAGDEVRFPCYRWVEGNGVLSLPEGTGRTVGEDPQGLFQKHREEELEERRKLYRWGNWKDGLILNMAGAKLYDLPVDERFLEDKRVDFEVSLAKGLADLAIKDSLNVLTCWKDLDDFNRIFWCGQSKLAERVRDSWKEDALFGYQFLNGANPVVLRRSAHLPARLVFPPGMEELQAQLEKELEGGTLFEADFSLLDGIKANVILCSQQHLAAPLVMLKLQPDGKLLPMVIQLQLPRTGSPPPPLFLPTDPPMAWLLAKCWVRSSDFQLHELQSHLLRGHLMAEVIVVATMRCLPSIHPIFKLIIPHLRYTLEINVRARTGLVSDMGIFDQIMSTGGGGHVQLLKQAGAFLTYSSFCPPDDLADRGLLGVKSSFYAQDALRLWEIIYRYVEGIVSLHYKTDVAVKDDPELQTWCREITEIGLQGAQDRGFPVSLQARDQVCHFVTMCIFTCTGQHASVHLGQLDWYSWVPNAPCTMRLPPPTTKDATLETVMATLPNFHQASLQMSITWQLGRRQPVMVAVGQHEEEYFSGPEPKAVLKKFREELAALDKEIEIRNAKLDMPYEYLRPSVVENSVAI
#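 Quantitative HTS in 25 mM Hepes pH 7.5 containing 0.01% Triton X-100: human 15hLO-1 at 40 nM, arachidonic acid at 50 uM, 6 min turnover. Product quantified via ferrous oxidation/xylenol orange, 573:405 nm absorbance ratio.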
# HBB splicing = modulators of hemoglobin beta chain splicing. HBB splicing reporter cell assay, activation; EGFP reporter with mutant IVS2-654 intron; response scale: normalised to 500 nM splice-correcting PNA. Potency, µM (highest dose often 46.1 µM), for the others: at the top dose activation, most hits filed as activators. 0.06% of 65,000 active; also: potency is read from the fitted curve at half-maximal effect; 0% is about no effect
#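 HeLa cells stably expressing EGFP interrupted by mutant beta-globin intron 2 (IVS2-654), 500/well in 2% FCS. Treated with compound for 2 days at 37C. Splicing correction scored as total well GFP intensity (488 nm excitation, 500-520 nm emission); 500 nM antisense PNA served as control.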
# Rhodamine fluor = compound autofluorescence in rhodamine spectral region | AID 594 | Rhodamine-region fluorescence, 547/598 nm, Tris buffer; active compounds read high | 0.05% of 59,000 active | max dye-equivalent concentration, M; in the data active = max dye-equivalent concentration above about 11 nM; inconclusive = between about 1.1 nM and that limit
#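 Steps: pin-transfer compounds into pH 8.0 Tris (100 mM), hold 15 min at room temperature, image with a 547/598 nm filter pair, and convert intensities to rhodamine-equivalent concentration using a six-point on-plate rhodamine series.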
# TexasRed autofl = Texas Red region autofluorescence. Compound fluorescence, Texas Red channel, 547/618 nm; active compounds read high. max dye-equivalent concentration, M. 0.06% of 59,000 active. AID 587; in the data active = max dye-equivalent concentration above about 10 nM; inconclusive = between about 1.1 nM and that limit
#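 qHTS profiling of intrinsic compound fluorescence; 100 mM Tris pH 8.0; 15 min RT; ex 547 / em 618 nm; response expressed as Texas Red dye-equivalent concentration from six-point plate standard.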
# Hsp90 Hop PPI = changes Hsp90-Hop TPR2A binding signal, up or down; AlphaScreen TPR2A-His6 binding biotin-Hsp90 C-terminal peptide; 0.44% of 71,000 active; AID 595; Potency, µM (top dose mostly 57 µM), for the others: at the highest dose activity change, negative = inhibition; active = well fitted curve in either direction with a large enough effect; inconclusive = small, poorly fitted or top-dose-only effect, or another doubt; also: potency is read from the fitted curve at half-maximal effect; % is scaled to controls: 0 for no effect and ±100 for the full control effect; many of its hits are not listed in these tables
# 4-MU autofl = compound fluoresces in the 4-MU spectral region | 11% of 59,000 active | AID 589 | max dye-equivalent concentration, M | compound autofluorescence, 340/450 nm, 4-MU equivalents; active compounds read high; in the data active = max dye-equivalent concentration above about 10 nM; inconclusive = mostly about 1.1 nM to 9.6 nM
#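 Compounds in 100 mM Tris, pH 8.0, incubated 15 min at room temperature, then fluorescence read at 340 nm excitation/450 nm emission. Signal converted to 4-MU dye-equivalent concentration using an on-plate six-point 4-MU standard curve.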
# Active calls of the source: *; i = inactive; ? = inconclusive; . = not tested or not shown; [ ] = dose if it differs, or a comment. Unless noted, calls follow the shape of the dose curve; as a rule, active = well fitted curve in the direction sought with a large enough effect; inconclusive = small, poorly fitted or top-dose-only effect, or another doubt; inactive = no such curve, though single readings can be large; an effect the other way counts as inactive or inconclusive. This is a subset; the hit share may differ from the screen's.
# Start of the listing, in advance:
SMILES,UbGFP stabilizer,Epigenetic mod,Fluorescein fluor,HADH2 inh,Pol III holo inh,ALOX15 inhib,HBB splicing,Rhodamine fluor,TexasRed autofl,Hsp90 Hop PPI,4-MU autofl
COc1ccc(NC(=O)N2c3ccccc3CC2C)cc1OC (stereo unspecified),1%,0%,?,9%,2%,-6%,-0.8%,i,i,-5%,i
COCCn1c(SC(C)C(=O)Nc2ccc3c(c2)OCCO3)nc2ccccc2c1=O (stereo unspecified),5%,3%,i,6%,3%,0%,0.1%,i,?,-6%,i

# Results, repeating the preview:
SMILES,UbGFP stabilizer,Epigenetic mod,Fluorescein fluor,HADH2 inh,Pol III holo inh,ALOX15 inhib,HBB splicing,Rhodamine fluor,TexasRed autofl,Hsp90 Hop PPI,4-MU autofl
COc1ccc(NC(=O)N2c3ccccc3CC2C)cc1OC (stereo unspecified),1%,0%,?,9%,2%,-6%,-0.8%,i,i,-5%,i
COCCn1c(SC(C)C(=O)Nc2ccc3c(c2)OCCO3)nc2ccccc2c1=O (stereo unspecified),5%,3%,i,6%,3%,0%,0.1%,i,?,-6%,i
O=C(C1CCCO1)N1CCN(c2ncccn2)CC1 (stereo unspecified),4%,-5%,i,?,-5%,8%,-0.6%,i,i,1%,i
O=c1[nH]c(-c2ccccn2)nc2ccccc12,.,-2%[20.6 µM],i,.,.,.,.,i,i,.,i
CCN(CC)C(=O)C1CCCc2c1[nH]c1ccc(Cl)cc21 (stereo unspecified),6%,.,.,-1%,0%,?,-0.1%,.,.,-6%[2.3 µM],.
COc1ccccc1-c1nn2c(-c3ccccc3Cl)nnc2s1,-5%,3%,i,?,-2%,1%,-0.8%,i,i,-6%,i
COC(=O)c1cc(OC)c(OC)cc1NC(=O)CCC1CCCC1,-5%,-2%,?,14%,-1%,2%,1.2%,i,i,9%,i
CCOC(=O)N1CCC(NC(=O)c2csc3c2CCCC3)CC1,5%,2%,.,2%,0%,-3%,-1.1%,.,.,-1%,.
COc1ccccc1NC(=O)CSc1nc2ncccc2[nH]1,0%[9.17 µM],2%,.,-7%[11.4 µM],-2%[11.4 µM],4%[11.4 µM],-0.5%[0.0738 µM],.,.,-9%[11 µM],.
COc1cccc(S(=O)(=O)Nc2ccc(C(=O)N3CCOCC3)cc2)c1,9%,0%,i,-17%,16%,4%,-0.4%,i,i,?,i
CCOC(=O)N1CCN(C(=O)C2CCCN(S(C)(=O)=O)C2)CC1 (stereo unspecified),3%,-1%,i,0%,2%,6%,-0.3%,i,i,-3%,i
COc1ccccc1CN1CC[C@@]2(CCCN(S(=O)(=O)c3ccccc3)C2)C1,-3%,0%[9.22 µM],i,-1%,-9%,2%,-0.7%,i,i,-8%,i
CCCOc1ccc2oc(=O)c3c(c2c1)CCCN3C(=O)CN1CCN(C(=O)c2ccco2)CC1,10%,-1%,i,-23%,0%,1%,-0.8%,i,i,1%,7.4e-08M*
COc1ccccc1NC(=O)CN1C(=O)C2(OCCCO2)c2ccccc21,0%,0%,i,-6%,-4%,-9%,5.0%[1.84 µM],i,i,2%,i
Cc1cccc(NC(=O)C2CCN(c3nc(C)cc(C)n3)CC2)c1,-2%,2%,i,1%,-3%,14%,.,i,i,0%,i
Clc1ccc(Cl)c(-c2nn3c(Cn4cnc5ccccc54)nnc3s2)c1,-2%,0%,i,-14%,-7%,8%,5.0%,i,i,0%,i
O=c1c2cnn(-c3ccccc3)c2ncn1Cc1cccc(Cl)c1,12%,.,.,6%,-2%,6%,0.0%,.,.,-2%,.
C1=C(C(c2nnnn2C2CCCCC2)N2CCCCC2)COc2ccccc21 (stereo unspecified),6%,-1%,?,-5%,-5%,3%,-3.3%,i,i,1%,i
COCCNc1ncnc2ccc(-c3ccc(N(C)C)cc3)cc12,-2%,2%[9.22 µM],?,-26%,-6%,-10%,-2.4%,i,i,-10%,i
O=C1C2C3C=CC(O3)C2C(=O)N1CC(O)c1ccccc1 (stereo unspecified),4%,-3%,?,-12%,-4%,16%,0.1%,i,i,-2%,i
Cc1c(NC(=O)C(C)N2C(=O)C3C4C=CC(C4)C3C2=O)c(=O)n(-c2ccccc2)n1C (stereo unspecified),-6%,1%,.,-3%,-1%,4%,-0.1%,.,.,-3%,.
CCN1/C(=C(\O)c2ccccc2)C(=O)c2ccccc2S1(=O)=O,7%,0%,i,-17%,1%,18%,-2.4%[57.5 µM],i,i,-7%,i
CCC(C)(C)n1nnnc1C(c1cc2ccc(OC)cc2[nH]c1=O)N1CCc2ccccc2C1 (stereo unspecified),-4%,-1%,i,-13%,-8%,-22%,.,i,?,-17%,1.2e-08M*
COCCCNC(=O)C(Cc1ccccc1)NS(=O)(=O)c1ccc2c(c1)c(=O)n(C)c(=O)n2C (stereo unspecified),.,3%,i,3%,-1%,6%,4.2%[0.369 µM],i,i,-1%,i
COc1ccc(OC)c(CNC(=O)CCNC(=O)Cn2ccc3ccccc3c2=O)c1,-6%,-1%,?,11%,-9%,4%,-0.3%,i,i,-10%,i
Cn1c(=O)oc2cc(S(=O)(=O)N3CCc4ccccc4C3)ccc21,8%,.,.,3%,-4%,-4%,-0.8%,.,.,-1%,.
COCCNCC(=O)NC12CC3CC(CC(C3)C1)C2,8%,-2%,?,9%,-4%,13%,1.3%[57.5 µM],i,?,-5%,?
CCN1CCN(C(=O)c2cc3nc(-c4ccccc4)cc(C(F)(F)F)n3n2)CC1,-2%,3%,i,11%,5%,5%,-2.7%,i,i,-2%,1.4e-08M*
O=C(c1nn2c(C(F)(F)F)cc(-c3ccccc3)nc2c1Cl)N1CCOCC1,-2%,-2%,i,4%,-4%,6%,.,i,i,5%,i
COC(=O)c1sc(N)c(C(=O)OC)c1COC(=O)C1CC(=O)N(Cc2ccco2)C1 (stereo unspecified),0%,-2%,i,?,-5%,-17%,0.0%[57.5 µM],i,i,-5%,i
CCN(CC(=O)Nc1ccc2c(c1)CCC2)Cc1nc2ccccc2c(=O)[nH]1,-1%,1%,i,1%,?,-17%,-0.2%[57.5 µM],i,i,-2%,i
CCn1cc(C(=O)N=c2sc3ccccc3n2C)c(=O)c2ccc(C)nc21,5%,-2%,?,?,-7%,10%,0.1%,i,i,-1%,i
COc1ccc(C2(NC(C)=O)CCN(C(=O)CCC(=O)O)CC2)cc1,-4%,-1%,i,1%,-1%,-1%,.,i,i,3%,i
COc1ccc(C(=O)c2ccc(N3CCN(C4CC(=O)NC4=O)CC3)cc2)cc1F (stereo unspecified),-3%,2%,i,-11%,3%,-18%,-0.9%,i,i,-3%,i
NC(=O)C[C@H](N)C(N)=O,9%[9.17 µM],-2%[9.22 µM],i,3%[11.4 µM],7%[11.4 µM],0%[11.4 µM],3.4%[9.22 µM],i,i,0%[11 µM],i
CCc1ccc2[nH]c(=O)c(C(c3nnnn3CCOC)N3CCN(c4ccccc4F)CC3)cc2c1 (stereo unspecified),0%,-4%,i,-13%,-7%,-24%,0.2%,i,?,-3%,?
CN(C)c1ccc(/C=C/c2ccncc2)cc1,-2%,3%,1.2e-08M*,4%,3%,?,?,i,i,5%,i
Nc1nc(N2CCOCC2)nc(N(c2ccccc2)c2ccccc2)n1,3%,.,.,1%,-8%,3%,1.2%,.,.,-3%,.
O=C(NCc1ccc2c(c1)OCO2)c1ccccn1,-3%,-3%,i,19%,-1%,2%,-0.2%[57.5 µM],i,i,?,i
CC(=O)N1CCN(c2ccc(Nc3ncnc4c3oc3ccccc34)cc2)CC1,-1%,2%,?,-18%,-2%,-14%,3.0%[0.369 µM],i,i,-8%,i
COCCn1nnnc1SCC(=O)N1CCCCC1,1%,0%,i,-13%,3%,-1%,.,i,i,2%,i
COc1ccccc1NC(=O)c1cccc(S(=O)(=O)N2CCOCC2)c1,6%,10%,.,5%,-3%,10%,5.6%,.,.,1%,.
CCc1cc2cc(C(=O)N3CCN(Cc4ccccc4)CC3)sc2s1,-8%,0%,.,-9%,-2%,-7%,-1.0%[9.22 µM],.,.,3%,.
CC(=O)c1ccc(NC(=O)N[C@@H](Cc2ccccc2)C(=O)O)cc1,-4%,-4%,i,-1%,-2%,-14%,2.9%[1.84 µM],i,i,3%,i
Cc1ccc(-n2c(SCC(=O)NCc3cccs3)nnc2-c2ccoc2C)cc1,1%,-1%,?,-5%,-7%,-28%,.,i,i,-3%,i
COc1cccc(C2C(C#N)=C(N)OC3=C2C(=O)CCC3)c1OC(=O)c1ccco1 (stereo unspecified),6%,4%,i,?,0%,-13%,0.1%,i,i,-2%,i
O=C(Nc1ccc2oc(=O)ccc2c1)c1cccnc1,6%,1%,i,-14%,-7%,-1%,.,i,i,2%,1.4e-08M*

# Bioassay records: PubChem BioAssay, National Center for Advancing Translational Sciences (NCATS)
